Hsp70 act: Hsp70 transcriptional activators, primary screen, cell-based, HeLa, Hsp70 promoter luciferase, luminescence, 10 µM; HeLa Hsp70 promoter luciferase reporter; scaled: vehicle 0, proteasome-inhibitor control 100%; activation, % at 10 µM; hit rate 0.04% among 200,000; AID 1203, 2008;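 active means activation above the mean across all tested compounds plus 3 SD, cutoff set per campaign, cut at about 5.5% in these data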;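 further: 100% = MG132 at 30 µM as the positive control and 0% = DMSO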
STAT3 activator: IL-6 driven STAT3 reporter potentiators, primary screen, U3A cells, luciferase, luminescence, MLSCN library | IL-6 STAT3-luciferase reporter; 100% = signal with IL-6 EC80 alone | activation (% of control), % at 5.6 µM | hit rate 0.91% among 190,000 | AID 871, 2007;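 active means activation above the screen-wide mean of compound activation plus 3 SD, cut at about 130% in these data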;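 further: 0% = background luminescence of wells with medium and substrate only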
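Detection: reporter luminescence signal / Assay system: STAT1-lacking human U3A cells, STAT3 luciferase reporter / Incubation: compound pre-incubation 1 h before IL-6, then 6 h stimulation at 37 °C / Control set: IL-6-only high control / Read-out: % activation relative to IL-6 control / Probe or stimulus: Interleukin-6, 33 ng/mL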
G6PDH counter: L. mesenteroides G6PDH inhibitors, counter-screen for G6PDH-coupled screening assays, biochemical, Leuconostoc mesenteroides enzyme. glucose-6-phosphate dehydrogenase [Leuconostoc mesenteroides]. inhibition, % at 5 µM. hit rate 0.12% among 200,000. Purified L. mesenteroides G6PDH, diaphorase/resazurin coupled fluorescence, 45 min; in the data active means inhibition above about 50%
STAT3 inh: IL-6 driven STAT3 reporter inhibitors, primary screen, U3A cells, luciferase, luminescence, MLSCN library; IL-6 STAT3-luciferase reporter; host cell line lacks STAT1; inhibition, % at 5.5 µM; hit rate 0.89% among 190,000; AID 862, 2007;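 active means inhibition above the mean inhibition across all screened compounds plus 3 SD, cut at about 44% in these data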;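 further: 0% = DMSO only wells and 100% = 100 µM nifuroxazide control wells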
STAT1 inh: STAT1 signaling inhibitors, primary screen, cell-based, HTS, luciferase reporter | NIH 3T3 STAT1-luciferase reporter, IFN-gamma, luminescence | inhibition, % at 5.5 µM | hit rate 0.35% among 200,000;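 active means inhibition above a set limit, the mean inhibition across all tested compounds plus 3 SD, cut at about 34% in these data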;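 further: 0% = IFN-gamma with DMSO and 100% = IFN-gamma with 300 µM nifuroxazide; values of inactives mirror those of a sister screen read the other way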
Diaphorase inh: diaphorase inhibitors and chemical oxidizers, primary screen, counter-screen for diaphorase-coupled primary assays, biochemical, uHTS, resorufin fluorescence; inhibition, % at 20 µM; diaphorase resazurin-to-resorufin fluorescence, NADH, 16 min; bacterial (C. kluyveri) enzyme, not human; hit rate 0.69% among 190,000;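 active means primary screen inhibition at 20 µM above a set limit, cut at about 50% in these data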;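 further: plate controls were DMSO with full reaction for no effect and wells lacking NADH for full effect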
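Assay system: diaphorase enzyme from Clostridium kluyveri. Quantity: enzyme working solution with 0.14 U/mL diaphorase. Schedule: reaction incubation of 16 min at room temperature. Technique: resorufin fluorescence, excitation 544 nm, emission 590 nm. Controls: No-NADH positive control and DMSO neutral control.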
APP 5UTR inh: inhibitors of APP translation via 5'UTR reporter, primary screen, APP 5'UTR luciferase, SH-SY5Y cells; SH-SY5Y APP 5'UTR-luciferase reporter, luminescence; inhibition, % at 2 µM; hit rate 0.82% among 190,000;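 active means inhibition above a set limit, derived from the sample mean plus 3 SD, cut at about 45% in these data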; further: values of inactives mirror those of a sister screen read the other way
STAT1 activator: STAT1 signaling activators, primary screen, cell-based, HTS, luciferase reporter; activation (% of control), % at 5.5 µM; AID 932, 2007; NIH 3T3 STAT1-luciferase reporter, IFN-gamma, luminescence; 100% = IFN-gamma alone, no compound; hit rate 2.6% among 200,000;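 active means activation above the screen-wide mean activation plus 3 SD, cut at about 130% in these data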;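 further: raw ratio to IFN-gamma control signal so 100% means no change and 0% no light; values of inactives mirror those of a sister screen read the other way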
Diaph act CS: compounds boosting diaphorase resazurin reduction – biochemical, uHTS, resorufin fluorescence, counter-screen for diaphorase-coupled primary assays, primary screen. Diaphorase/resazurin coupled assay, 16 min; stronger effect = higher value; 1 = vehicle wells, 0 = NADH-free wells. activation factor at 20 µM. hit rate 0.005% among 190,000;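 active means diaphorase activity raised at least twofold by the compound at 20 µM; inactive means activation factor below 2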
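Assay system: Purified diaphorase enzyme from Clostridium kluyveri | Amount: Enzyme 0.07 U/mL final | Dosing: Compound 20 µM once, DMSO 1% | Timing: 16 min reaction at room temperature | Detection: Fluorescence, excitation 544 nm and emission 590 nm | Evaluation: Higher resorufin formation from activation or reduction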
TLR4 MyD88 comp: inhibitors of TLR4-MyD88 association in cells, primary screen, cell-based, HeLa CL3-4, BLA complementation, FRET ratio; Toll-like receptor 4 (Homo sapiens) + Myeloid differentiation primary response protein …; HeLa CL3-4 TLR4/MyD88 BLA complementation; inhibition, % at 8.4 µM; hit rate 0.18% among 200,000; AID 861, 2007; in the data active means inhibition above about 25%;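 further: 0% = vehicle and 100% = reference inhibitor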
Target sequence (O00206 whole entry, looked up): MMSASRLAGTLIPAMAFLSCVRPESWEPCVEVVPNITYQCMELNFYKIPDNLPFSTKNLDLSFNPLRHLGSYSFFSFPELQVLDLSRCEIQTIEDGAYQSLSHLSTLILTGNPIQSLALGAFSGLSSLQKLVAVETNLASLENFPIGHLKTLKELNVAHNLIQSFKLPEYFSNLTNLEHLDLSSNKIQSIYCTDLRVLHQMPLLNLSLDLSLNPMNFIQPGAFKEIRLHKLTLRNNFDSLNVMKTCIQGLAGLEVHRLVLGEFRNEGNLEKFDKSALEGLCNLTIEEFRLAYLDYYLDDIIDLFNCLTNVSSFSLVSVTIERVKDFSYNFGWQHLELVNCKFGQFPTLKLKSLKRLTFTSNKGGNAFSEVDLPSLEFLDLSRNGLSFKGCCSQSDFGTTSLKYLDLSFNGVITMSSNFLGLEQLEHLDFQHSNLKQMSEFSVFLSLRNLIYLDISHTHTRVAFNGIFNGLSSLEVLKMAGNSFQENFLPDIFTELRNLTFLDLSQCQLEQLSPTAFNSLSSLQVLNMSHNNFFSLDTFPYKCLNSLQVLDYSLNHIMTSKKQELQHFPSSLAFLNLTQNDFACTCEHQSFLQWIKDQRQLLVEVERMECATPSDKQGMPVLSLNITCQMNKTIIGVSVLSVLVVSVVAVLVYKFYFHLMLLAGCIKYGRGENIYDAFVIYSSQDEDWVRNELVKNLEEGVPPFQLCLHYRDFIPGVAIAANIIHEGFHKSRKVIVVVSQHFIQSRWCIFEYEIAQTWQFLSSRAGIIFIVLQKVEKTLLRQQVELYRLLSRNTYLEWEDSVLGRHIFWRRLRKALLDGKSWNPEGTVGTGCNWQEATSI
Target sequence (Q99836 whole entry, looked up): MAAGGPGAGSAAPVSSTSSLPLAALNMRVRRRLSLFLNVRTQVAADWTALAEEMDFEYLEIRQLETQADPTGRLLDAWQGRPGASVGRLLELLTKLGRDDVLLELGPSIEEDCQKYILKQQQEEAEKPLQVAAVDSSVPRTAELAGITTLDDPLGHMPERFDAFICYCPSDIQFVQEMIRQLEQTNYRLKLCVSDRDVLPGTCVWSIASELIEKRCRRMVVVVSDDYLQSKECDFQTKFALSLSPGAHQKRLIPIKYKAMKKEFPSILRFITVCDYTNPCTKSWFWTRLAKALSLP
The depositor's hits bear a star; x = not tested or not shown.

The first 6 compounds, to show the layout:
cpd	mol	Hsp70 act	STAT3 activator	G6PDH counter	STAT3 inh	STAT1 inh
1	O=C1CCCC(O)=C1C=NCc1ccccc1	0.1	102	4	5	-5
2	COCC(C)N=C1NN=C(c2ccc(NC(C)=O)cc2)CS1 (configuration not stated)	-0.1	95	-2	10	0
3	COc1ccc(-c2cc(C(F)(F)F)nc(NCc3cccs3)n2)cc1	-0.5	94	-4	5	20
4	O=C(NNS(=O)(=O)c1ccccc1)C(O)(c1ccccc1)c1ccccc1	-0.4	98	1	1	2
5	Cc1cc(OCC(=O)N(C(C)C)C(C)C)ccc1Cl	-0.2	104	12	0	-6
6	CCCc1sc(N)nc1-c1ccc(Cl)cc1	-0.4	89	-15	10	-1

cpd	Diaphorase inh	APP 5UTR inh	STAT1 activator	Diaph act CS	TLR4 MyD88 comp
1	-11	-5	104	1.1	12
2	2	-30	100	1	5
3	27	-9	83	0.7	-17
4	16	-42	98	0.8	-2
5	-4	-9	104	1	1
6	20	0	101	0.8	-13

Results, from the start:
cpd	mol	Hsp70 act	STAT3 activator	G6PDH counter	STAT3 inh	STAT1 inh
1	O=C1CCCC(O)=C1C=NCc1ccccc1	0.1	102	4	5	-5
2	COCC(C)N=C1NN=C(c2ccc(NC(C)=O)cc2)CS1 (configuration not stated)	-0.1	95	-2	10	0
3	COc1ccc(-c2cc(C(F)(F)F)nc(NCc3cccs3)n2)cc1	-0.5	94	-4	5	20
4	O=C(NNS(=O)(=O)c1ccccc1)C(O)(c1ccccc1)c1ccccc1	-0.4	98	1	1	2
5	Cc1cc(OCC(=O)N(C(C)C)C(C)C)ccc1Cl	-0.2	104	12	0	-6
6	CCCc1sc(N)nc1-c1ccc(Cl)cc1	-0.4	89	-15	10	-1
7	C=CCOc1cccc(C2/C(=C(/O)c3ccc(F)cc3)C(=O)C(=O)N2CCN2CCOCC2)c1 (configuration not stated)	-0.1	104	-1	-2	-5
8	O=C(O)CSc1nc(-c2cccs2)cc(C(F)(F)F)n1	-0.5	93	4	10	2
9	COc1ccc(/C=C/C(=O)N[C@H](C(=O)O)C(C)C)cc1	-0.2	96	7	5	-2
10	O=C(Cc1ccccc1)N/N=C/c1cc2c(cc1Cl)OCO2	-0.1	94	-5	6	12
11	CC(=O)c1cccc(NC(=S)NC(=O)CC(C)C)c1	-0.1	102	-2	4	-4
12	Cc1ccc(-n2c(O)c(C=Nc3cc(C)on3)c3ccccc3c2=O)c(C)c1	-0.2	85	0	18	-8

cpd	Diaphorase inh	APP 5UTR inh	STAT1 activator	Diaph act CS	TLR4 MyD88 comp
1	-11	-5	104	1.1	12
2	2	-30	100	1	5
3	27	-9	83	0.7	-17
4	16	-42	98	0.8	-2
5	-4	-9	104	1	1
6	20	0	101	0.8	-13
7	14	-7	105	0.9	-3
8	-20	2	97	1.2	0
9	9	-5	102	0.9	-24
10	-10	4	89	1.1	6
11	11	-18	104	0.9	11
12	31	4	107	0.7	-12

Further structures follow:
cpd	mol	Hsp70 act	STAT3 activator	G6PDH counter	STAT3 inh	STAT1 inh
13	O=C(CSCc1ccccc1)N/N=C/c1ccccc1OCc1ccccc1	-0.1	93	8	15	1
14	CCCC1Cc2c(sc(NC(=S)NC(=O)c3ccccc3)c2C#N)CO1 (configuration not stated)	-0.1	110	-17	-8	8
15	COC(=O)C1=C(N)N(c2ccc(F)cc2)C2=C(C(=O)CCC2)C1c1ccc2c(c1)OCO2 (configuration not stated)	-0.1	102	1	4	4
16	C[C@@]12CC(=O)NC1N(C(=O)c1cccc(C(F)(F)F)c1)C(c1ccccc1O)C2 (some centres not stated)	0.0	104	3	-4	-1
17	Cc1ccc(S(=O)(=O)NCc2n[nH]c(=S)n2C)cc1	-0.3	105	0	5	-6
18	Cc1cc(C)nc(SCC(=O)N/N=C/c2cccc([N+](=O)[O-])c2)n1	-0.3	98	15	0	-8
19	Cc1cc(SCC(=O)c2cccs2)n2nc(C)c(-c3ccc(Cl)cc3)c2n1	0.0	100	1	2	0
20	CCSc1nnc(-c2cccnc2)n1-c1ccc(Cl)c(C)c1	0.1	125	4	-30	2
21	O=C(CN1CCOCC1)N1CCN(c2ccc3ccccc3n2)CC1	0.0	x	8	x	11
22	CCOc1ccc(OCC(=O)Nc2ccc(OC)cc2[N+](=O)[O-])cc1	-0.1	88	15	14	-7
23	O=C(NCc1ccc(Cl)cc1)C1CCN(S(=O)(=O)c2cc([N+](=O)[O-])ccc2Cl)CC1	-0.4	95	-20	4	1
24	CC1(C)CN(c2ccc(N3CC(C)(C)C3=O)cc2)C1=O	-0.4	90	8	14	-22

cpd	Diaphorase inh	APP 5UTR inh	STAT1 activator	Diaph act CS	TLR4 MyD88 comp
13	-4	-12	99	1	-6
14	15	18	93	0.9	0
15	20	-6	97	0.8	8
16	15	16	96	0.8	11
17	4	0	106	1	-1
18	17	-3	107	0.8	0
19	14	0	100	0.9	12
20	17	1	98	0.8	-8
21	8	11	89	0.9	-12
22	-3	10	107	1	7
23	11	-6	99	0.9	-8
24	-3	-22	122	1	-2

Next compounds:
cpd	mol	Hsp70 act	STAT3 activator	G6PDH counter	STAT3 inh	STAT1 inh
25	CN(c1cccc(NC(=O)Cc2ccccc2)c1)S(C)(=O)=O	-0.3	99	8	5	-3
26	Fc1ccc2nc(N3CCCCC3)sc2c1	-0.4	98	4	5	-51
27	O=C(NCC1CCCO1)c1ccc(S(=O)(=O)N2CCCCC2)cc1 (configuration not stated)	-0.4	98	2	6	-3
28	CC(=O)C1=C(C)NC(=O)NC1c1ccccc1OCC(=O)NCCc1ccccc1 (configuration not stated)	-0.6	105	-1	-5	5
29	CCOC(=O)c1cc2c(ccn2C)n1CC(=O)N(Cc1ccccc1)c1ccccc1	-0.1	94	-16	5	-2
30	N[C@@H](C(=O)N[C@@H]1C(=O)N2C(C(=O)O)=C(Cl)CS[C@H]12)c1ccccc1	-0.1	104	8	-2	-6
31	Cc1cc(F)ccc1N1CCC(N2CCN(C(C)C)C(CCO)C2)CC1 (configuration not stated)	-0.1	109	7	-4	-8
32	COCCSc1nnc(NC(=O)C2CCCO2)s1 (configuration not stated)	0.1	98	11	8	-2
33	Cc1ccc(C2CC2C(=O)NNC(=S)Nc2ccc(Cl)cc2)cc1 (configuration not stated)	-0.3	97	-2	6	-3
34	CN1CCN(c2ccc(NC(=O)c3ccc4c(c3)[nH]c(=O)n4Cc3ccc(F)cc3)cc2)CC1	-0.2	97	19	4	1
35	CC1(C)Cc2c(sc(NC(=O)c3ccccc3)c2C(=O)O)CO1	-0.1	100	22	6	-19
36	CCN1C(=O)c2cccc3c(S(=O)(=O)N(C(=O)c4ccncc4)c4ccc(OC)cc4)ccc1c23	-0.3	84	0	22	9

cpd	Diaphorase inh	APP 5UTR inh	STAT1 activator	Diaph act CS	TLR4 MyD88 comp
25	7	0	103	0.9	3
26	2	-112	147*	1	-15
27	10	-5	103	0.9	-1
28	20	9	97	0.8	-4
29	19	-19	102	0.8	11
30	21	-13	105	0.8	1
31	18	5	106	0.8	-1
32	10	-5	101	0.9	-8
33	-8	-8	103	1.1	18
34	13	-3	99	0.9	-8
35	15	-22	118	0.8	0
36	16	-5	92	0.8	5

Following part.
cpd	mol	Hsp70 act	STAT3 activator	G6PDH counter	STAT3 inh	STAT1 inh
37	O=C(Nc1nnc(Cc2ccc(Cl)cc2)s1)c1ccco1	-0.2	103	-1	-4	-4
38	CC(C)n1c(-c2ccco2)csc1=Nc1cccnc1	0.1	135*	5	-34	10
39	Cc1cccc(NC(=O)c2cc(NC(=O)c3ccco3)ccc2Cl)n1	-0.4	110	-14	-9	-3
40	CCOP(=O)(C1=C(O)C(=O)C(C(C)(C)C)=CC1=O)c1ccccc1 (configuration not stated)	0.7	99	14	6	0
41	Cc1nc2ccccc2c(=O)n1NC(=O)/C=C/c1ccccc1	-0.5	98	-11	2	-3
42	FC(F)(F)c1cc(C(F)(F)F)c2ccc(N/N=C/c3ccccc3)nc2n1	-0.5	97	0	9	-9
43	CC(=NCCCN(C)C)C1=C(O)c2ccccc2C1=O	-0.6	100	2	6	-5
44	COCc1cc(C)nc(OCC(=O)N/N=C/c2ccc(-c3cc([N+](=O)[O-])ccc3Cl)o2)c1C#N	-0.3	99	4	12	-4
45	Cc1ccc(N/C(N)=N/c2nc(CSc3nnc(C)s3)cc(=O)[nH]2)c(C)c1	0.3	135*	6	-25	5
46	COc1ccc(-c2c3c(nc4sc(C(=O)Nc5ccccc5)c(N)c24)CCC3)cc1	-0.2	88	x	16	-19
47	COc1cc(/C=N/NC(=O)c2ccc(O)cc2)ccc1Oc1ccc([N+](=O)[O-])cn1	-0.3	99	-5	0	3
48	COC(=O)C1=C(C)Nc2ncnn2C1c1ccccn1 (configuration not stated)	0.4	100	17	4	-6
49	COc1ccc(C2C(C#N)=C(N)N(c3cccnc3)C3=C2C(=O)CCC3)cc1Cn1cc([N+](=O)[O-])cn1 (configuration not stated)	-0.5	106	4	0	3
50	Cc1cc(C)n2c(SCC(=O)Nc3ncc(C(F)(F)F)cc3Cl)nnc2n1	0.0	102	6	1	1
51	CCCCNCc1cc(Cl)c(OCCC)c(OCC)c1	-0.1	111	-1	-12	9

cpd	Diaphorase inh	APP 5UTR inh	STAT1 activator	Diaph act CS	TLR4 MyD88 comp
37	12	3	104	0.9	-2
38	14	1	91	0.9	-19
39	8	4	102	0.9	10
40	11	13	102	0.9	4
41	0	24	103	1	-6
42	7	-1	108	0.9	5
43	10	-30	105	0.9	3
44	6	-11	103	0.9	2
45	-3	93*	95	1	2
46	x	-2	118	x	25*
47	3	19	97	1	-1
48	3	13	105	1	14
49	28	-10	97	0.7	-1
50	27	2	99	0.7	-7
51	-7	x	87	1.1	1

Compound activity: PubChem, several laboratories
